KKLEB tox – cytotoxicity in KKLEB CF airway cells, primary screen, cytotoxicity control for CF NF-kB inhibitor project, cell-based, uHTS, fluorescence assay plates. KKLEB CF airway cells viability, ATPlite luminescence, overnight; active compounds read low; cells stimulated with P. aeruginosa culture filtrate. 360,000 compounds, 0.36% hits. activity change (cytotoxicity), % at 5 µM;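 active means corrected activity change at or below -50% at 5 µM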
CF NFkB block – inhibitors of PAF-induced NF-kB signaling, primary screen, cell-based, GFP fluorescence, uHTS | KKLEB NF-kB-GFP reporter, GFP fluorescence overnight | inhibition, % at 5 µM | 360,000 compounds, 0.86% hits;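 active means at least 50% inhibition at 5 µM, scaled per plate between neutral and stimulator controls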;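 further: PAF is a Pseudomonas aeruginosa culture filtrate used as stimulus; plate controls were PAF-stimulated DMSO wells for no effect and unstimulated DMSO wells for full effect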
TRAIL sens C8 – viability loss with TRAIL in NB7+C8 cells, primary screen, TRAIL sensitizer project, cell-based, ATPlite luminescence | AID 624354, 2012 | inhibition (viability loss, TRAIL sensitization), % at 10 µM | 360,000 compounds, 1% hits;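 active means compounds causing at least 50% loss of cell viability in the single-dose screen, relative to plate controls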
Peg3 prom inh – Peg3 promoter-driven luciferase inhibitors, primary screen, cell-based, HeLa, luciferase luminescence; HeLa PEG-Prom luciferase reporter, overnight; inhibition, % at 20 µM; 360,000 compounds, 1.7% hits; AID 588405, 2011;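 active means inhibition of at least 50% at 20 µM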
TWEAK-Fn14 inh – inhibitors of TWEAK-Fn14 signaling, primary screen, luciferase reporter cells, uHTS; TWEAK-stimulated Fn14 reporter cells, luciferase luminescence, 8 h; inhibition, % at 10 µM; 360,000 compounds, 2% hits; AID 1159606, 2016; in the data active means inhibition above about 50%
NR2E3 ag-1 – NR2E3 agonists in two-hybrid cells, primary screen, cell-based, luminescence, CHO-S, Gal4-NCOR/VP16-NR2E3; Photoreceptor-specific nuclear receptor (Homo sapiens), Q9Y5X4; luciferase; inhibition of corepressor binding, % at 3.98 µM; 360,000 compounds, 0.35% hits; AID 602229, 2012;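 active means inhibition above the mean of all tested compounds plus 3 SD, cut at about 70% in these data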;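 further: 0% = DMSO with NR2E3 transfected cells and 100% = cells lacking NR2E3 construct; higher means lower luciferase signal from less NR2E3 corepressor binding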
Target sequence (Q9Y5X4 whole entry, looked up, the tested form may be a part): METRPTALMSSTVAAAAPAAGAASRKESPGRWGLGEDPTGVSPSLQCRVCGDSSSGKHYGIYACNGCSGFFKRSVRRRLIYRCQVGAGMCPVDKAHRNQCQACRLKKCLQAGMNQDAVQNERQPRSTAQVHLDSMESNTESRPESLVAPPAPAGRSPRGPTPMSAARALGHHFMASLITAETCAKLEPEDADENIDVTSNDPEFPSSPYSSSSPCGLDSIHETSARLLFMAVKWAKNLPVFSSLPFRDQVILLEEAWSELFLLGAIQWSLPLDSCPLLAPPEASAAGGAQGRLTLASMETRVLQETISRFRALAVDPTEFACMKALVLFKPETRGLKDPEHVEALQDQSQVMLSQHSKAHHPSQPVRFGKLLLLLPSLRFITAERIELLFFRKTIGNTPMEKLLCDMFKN
TROY NFkB inh – inhibitors of TROY-driven NF-kB signaling, primary screen, Q293 LMP1-TROYcd cells, NF-kB luciferase, uHTS. Q293 LMP1-TROYcd NF-kB luciferase reporter, 4 h. 360,000 compounds, 0.98% hits. inhibition, % at 10 µM. AID 1347056, 2019;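 active means compounds whose plate-normalised and pattern-corrected inhibition of the luciferase reporter signal at the single screening dose is 50% or more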
TRPM1 prom inh – inhibitors of MITF-dependent TRPM1 promoter reporter, primary screen, cell-based, SK-MEL-5, single point, luciferase. SK-MEL-5 TRPM1 promoter luciferase, 24 h. inhibition, % at 12.5 µM. 330,000 compounds, 0.83% hits;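 active means mean inhibition across replicates of 60% or more, whatever share of single replicates reaches that level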; further: values of inactives mirror those of a sister screen read the other way
Shn3 inh set2 – reduction of Shn3 3'UTR firefly luciferase signal, primary screen, Schnurri-3 inhibitor project, cell-based, Clone20 osteoblasts, set 2 | Clone20 osteoblast Shn3 3'UTR firefly luciferase, 24 h | inhibition, % at 12.5 µM | 360,000 compounds, 0.52% hits | AID 588674, 2011;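 active means mean inhibition of at least 75% with every replicate also reaching 75%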;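 further: 0% = median of neutral control wells and 100% = pilot-screen positive control compound; some compounds past the cut are filed as inactive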
NR2E3 ag-2 – inhibitors of NR2E3-RetCOR corepressor binding, primary screen, NR2E3 agonist project, biochemical, TR-FRET, GST-NR2E3, biotin-RetCOR | Photoreceptor-specific nuclear receptor (Homo sapiens), Q9Y5X4 | 1536-well | inhibition of corepressor binding, % at 4.78 µM | 320,000 compounds, 0.12% hits | AID 2300, 2010;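 active means percent inhibition above the cutoff of mean plus 3 SD of all tested compounds, set per screening campaign, cut at about 20% in these data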;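 further: 0% = DMSO wells and 100% = biotin wells as full block of FRET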
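Material – GST-tagged NR2E3 plus biotinylated RetCOR corepressor · Quantity – NR2E3 fusion 1.35 nM · Times – 5 h incubation at 4 °C · Medium – pH 7.5 Tris-based buffer · Technique – TR-FRET, Eu(K)-anti-GST donor, streptavidin-D2 acceptor, ex 340, em 617/671 nm · Benchmarks – high control biotin, low control 0.6% DMSO · Format – 1536-well plates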
HIF-2a inh – HIF-2a reporter inhibitors, primary screen, luminescence, 786-0 RCC cells | 786-0 RCC cells HIF-2a reporter, luciferase luminescence, overnight | inhibition, % at 18.8 µM | 360,000 compounds, 0.72% hits;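 active means inhibition of the luminescence signal of 40% or more relative to plate controls, in a single-dose primary screen at 18.75 µM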
Numbers without * were called inactive; x = not tested or not shown.

Compound,KKLEB tox,CF NFkB block,TRAIL sens C8,Peg3 prom inh,TWEAK-Fn14 inh,NR2E3 ag-1,TROY NFkB inh,TRPM1 prom inh,Shn3 inh set2,NR2E3 ag-2,HIF-2a inh
CCOC(=O)C1=CC[C@@H](c2cccc(C)c2)N(S(=O)(=O)c2ccc(C)cc2)[C@H]1C(=O)OCC,9,0,8,12,8,-26,-3,7,21,-2,15
CC(=O)C1C(=O)CC(C)(O)C(C(C)=O)C1c1ccccc1 (stereo not drawn),15,-14,-9,1,8,-5,5,8,-2,1,11
O=C(O)c1cc2ccc(O)cc2oc1=O,-2,-6,-15,11,-12,-18,16,x,-14,x,6
COc1ccc(C2NC(C(=O)O)Cc3c2[nH]c2ccccc32)cc1OC (stereo not drawn),4,10,1,7,26,-5,-19,-3,-10,2,12
Cc1ccc(O)c(CN(C)Cc2cc(C)ccc2O)c1,-4,-9,21,-239,-16,-71,-29,-75,-28,x,-198
CC(=O)Nc1ccc(S(=O)(=O)Nc2c(C)n(C)n(-c3ccccc3)c2=O)cc1,5,-2,1,7,5,-1,13,2,6,0,8
COc1ccc(C2/C(=C(/O)c3ccccc3)C(=O)C(=O)N2C)cc1 (stereo not drawn),1,2,1,-10,-17,-18,-66,3,-13,-1,-9
COc1cccc(C(=O)Cn2c(N3CCCCC3)nc3c2c(=O)n(C)c(=O)n3C)c1,-16,2,-8,11,-11,-22,6,-5,3,-1,11
O=C(c1ccccc1)N1CCCCC1,16,-4,-3,1,-14,19,0,-1,-12,x,4
C/C(=N\Nc1ccc(Cl)nn1)c1ccccc1O,-31,-38,27,-50,0,-19,-33,45,26,x,-33
O=C(N=C1SC2CS(=O)(=O)CC2N1Cc1ccc(F)cc1)C1CC1 (stereo not drawn),5,8,-6,0,4,-15,-14,7,-38,-1,10
CCOc1ccc(N2CC(C(=O)NCCCc3ccccc3)CC2=O)cc1 (stereo not drawn),0,1,-7,9,4,9,5,8,0,-3,14
CC(=O)N1c2ccc([N+](=O)[O-])cc2NC(=O)CC1C (stereo not drawn),1,5,2,10,-15,-7,6,-6,-23,1,1
Cn1c(NC(=O)c2ccccc2Br)cc(=O)n(C)c1=O,-3,16,2,-5,-16,11,0,-3,-17,3,5
CCCNC(=O)CN(C)S(=O)(=O)c1ccc(F)cc1,11,5,-5,7,3,-34,-1,-10,-17,0,3
COc1ccc(N2CCN(c3ccc([N+](=O)[O-])nc3)CC2)cc1,0,-2,8,-13,-6,0,0,-3,-10,3,-26
Cc1cc(-c2nnc(SCC(=O)Nc3nc(-c4ccc(Cl)cc4)cs3)o2)no1,7,2,-14,-6,83*,-23,8,12,-18,0,2
O=C(Nc1cccc([N+](=O)[O-])c1)c1ccccc1,8,-13,10,-47,14,4,-32,-14,-10,0,-42
COc1ccc(C=O)cc1Cn1c(=O)n(CCC(=O)NCc2ccco2)c(=O)c2sccc21,-6,13,-1,10,6,9,0,4,9,3,20
Cc1cc(C)n(C(=O)COc2ccccc2C)n1,3,2,0,4,-8,-10,1,0,2,3,1
Clc1ccccc1Cn1nnc2c(N3CCOCC3)nc(C3CC3)nc21,-15,17,1,11,20,7,3,-14,16,-1,20
CN1C(=O)[C@H]2[C@@H](/C=C/c3ccccc3)N3C(=O)CN(CC4CC4)C(=O)[C@@]3(C)[C@H]2C1=O,-10,4,-4,-35,15,9,4,2,4,-3,-9
NC(=O)C1CCN(C(=O)C2(NC(=O)Nc3cccc(F)c3)CCCCC2)CC1,1,-4,0,3,-14,-21,-9,5,-17,0,7
C=CCCN(C1CCCC1)S(=O)(=O)c1ccccc1Br,9,11,4,12,5,-1,10,-7,-15,3,-1
CC(C)N(CCc1ccncc1)C(=S)Nc1cccc(Cl)c1,1,6,17,5,0,-9,-1,-2,21,2,24
COC(=O)COc1ccc(S(=O)(=O)Nc2ccc(NC(C)=O)cc2)cc1,0,6,-11,8,3,2,3,-8,14,-1,3
COc1ccc2c(c1)C(=O)N(c1ccccc1OC)C(=O)C2,7,-30,-14,-6,-5,-9,1,-8,10,2,5
Cc1cc(NS(=O)(=O)c2ccc(NC(=O)N[C@H](C(=O)O)C(C)C)cc2)no1,-3,7,-3,8,4,9,-20,1,-17,-2,10
O=c1ccccn1CCOc1ccccc1Cl,1,-3,4,-75,-35,-30,-41,-15,-11,-2,-45
CCc1ccc(NCc2nc(-c3ccccc3)no2)cc1,-4,-11,-2,-137,-15,-39,-60,-5,-22,-1,-176

Three entries from above, ordered by the number in NR2E3 ag-2, high to low.
canonical_smiles | CF NFkB block | Peg3 prom inh | TWEAK-Fn14 inh | NR2E3 ag-1 | TRPM1 prom inh | Shn3 inh set2 | NR2E3 ag-2 | HIF-2a inh
C=CCCN(C1CCCC1)S(=O)(=O)c1ccccc1Br | 11 | 12 | 5 | -1 | -7 | -15 | 3 | -1
CC(=O)C1C(=O)CC(C)(O)C(C(C)=O)C1c1ccccc1 (stereo not drawn) | -14 | 1 | 8 | -5 | 8 | -2 | 1 | 11
CN1C(=O)[C@H]2[C@@H](/C=C/c3ccccc3)N3C(=O)CN(CC4CC4)C(=O)[C@@]3(C)[C@H]2C1=O | 4 | -35 | 15 | 9 | 2 | 4 | -3 | -9

Later entries
Compound,KKLEB tox,CF NFkB block,TRAIL sens C8,Peg3 prom inh,TWEAK-Fn14 inh,NR2E3 ag-1,TROY NFkB inh,TRPM1 prom inh,Shn3 inh set2,NR2E3 ag-2,HIF-2a inh
COCCCN(C(=O)c1cc(C)oc1C)c1c(N)n(CC(C)C)c(=O)[nH]c1=O,12,-2,-5,-11,2,-2,-1,4,-25,4,6
O=C(NCCCN1CCOCC1)c1cccs1,0,-4,-10,13,-10,3,4,-16,0,-1,-21
CC(C)CNC(=S)NNC(=O)c1ccc(OC(F)F)cc1,-6,10,-4,3,3,5,8,-9,2,-2,-21
Cc1ccccc1NC(=O)NCCCN1CCCC1=O,-2,8,11,-7,1,-7,1,6,8,0,8
CCCn1nnc(NC(=O)c2cccnc2Cl)n1,5,-16,7,7,-8,8,20,-1,-12,-4,14
O=C(Nc1nnc(S(=O)(=O)N2CCN(c3ccc(F)cc3)CC2)s1)c1ccccc1,-29,7,-3,-146,-4,-55,-39,-4,-58,2,-54
C/C(=N/NC(=O)c1cc(-c2ccc(Cl)s2)[nH]n1)c1ccco1,14,1,-2,-56,-7,-43,21,x,-13,1,-70
CCNc1nc(NC(N)=S)nc(NC(C)(C)C)n1,-1,7,-6,10,-21,-8,14,9,30,3,14
O=c1[nH]nc(SC2CCCCC2)c(=O)[nH]1,4,1,-4,-1,1,16,-5,-10,12,x,6
CCOc1ccc(S(=O)(=O)N2CCN(c3ncccn3)CC2)cc1,2,11,-12,4,10,-2,-14,-11,-75,4,14
C#CCOc1ccc(CNC[C@H]2O[C@@H](n3ccc(N)nc3=O)[C@H](O)[C@@H]2O)cc1,-2,-11,-11,-1,-7,-33,-3,x,1,x,5
O=S(=O)(c1cccc(C(F)(F)F)c1)N1CCC(c2cc(-c3cccc4ccccc34)n[nH]2)CC1,-12,11,13,20,17,-8,9,7,23,-5,18
Nc1ccc(S(=O)C(F)(F)F)cc1 (stereo not drawn),-10,7,-2,-6,15,-2,-12,-16,-12,3,9
COC(=O)c1ccc(CNC(=O)COC(=O)c2cc(Cl)nc(Cl)c2)cc1,12,-2,-8,-1,-9,-24,14,-8,15,-3,11
CC(C)Cc1ccc(S(=O)(=O)Nc2ccc3[nH]c(=O)[nH]c3c2)cc1,6,-18,7,14,15,-16,-16,16,47,-2,14
Cc1ccc(C(=O)NC(=S)N2CCN(C)CC2)cc1Br,-7,-1,-17,-2,-4,-40,-9,7,-6,x,-9
CC1CCCCC1NC(=O)CN(C)S(=O)(=O)c1cccc2cccnc12 (stereo not drawn),-3,10,5,7,6,-23,-11,5,-9,1,10
COc1ccc(OC)c(NC(=O)Nc2ccc(O)c3ccccc23)c1,4,-4,9,28,90*,0,45,3,16,-2,10
COc1ccc(-c2ccnc(-c3ccncc3)n2)cc1,-2,-9,13,-30,1,-10,-28,-6,x,1,-72
COc1cc(CNc2ccc(S(N)(=O)=O)cc2)ccc1OCC(=O)NC1CCCCC1,-1,0,-15,6,-9,8,1,4,-24,5,17
CCOC(=O)C(=O)NNc1ccc(F)cc1,-3,6,-1,2,-5,65,-23,x,1,0,14
CCOC(=O)C1=C(COC(=O)Cc2c(F)cccc2Cl)NC(=O)NC1C (stereo not drawn),6,19,-12,15,4,12,-12,-11,4,-1,5
Cc1occc1C(=O)NC1CCCCCCC1,3,6,-12,-89,-8,-7,-35,-5,-29,0,-127
COc1ccccc1/C=C1\SC(=S)N(CCC(=O)Nc2ccc(C(=O)O)c(O)c2)C1=O,3,4,-1,-3,-21,-35,-55,7,14,-3,-19
Clc1ccc(-c2nnc3n2CCCC3)cc1Cl,-6,-17,-6,12,2,13,3,5,23,-6,15
COc1ccc(-n2c(SCC(=O)Nc3nccs3)nc3c(c2=O)SCC3)cc1,0,-14,-7,11,2,-31,-2,2,12,3,14
COc1ccccc1N1CCN(C(=S)Nc2cccc(C)c2)CC1,6,12,10,-5,63*,14,61*,8,17,4,11
O=C(c1cccc(Cl)c1)N1CCC(=O)N(C(CO)Cc2ccccc2)CC1 (stereo not drawn),-5,-2,-2,0,-17,-7,-13,1,-11,3,11
COc1ccc(N2CCCC2)c(NC(=O)c2ccc(Br)o2)c1,2,-16,2,8,5,-7,0,-3,0,3,-10
Clc1cccc(Cl)c1-c1noc(-c2ccno2)n1,-17,-6,3,6,-9,-10,-13,2,17,0,0
O=C(Nc1ccc(Cl)cc1)NC1CCCc2ccccc21 (stereo not drawn),2,4,13,-4,-60,-17,-25,0,-25,1,-19
Cc1ccc(S(=O)(=O)N2CCCCC2)cc1NC(=O)Cn1c(=O)cnc2ccccc21,-9,11,4,24,-7,-10,12,-5,6,2,21
Cc1ccccc1NC(=O)CSc1nnc(Cc2ccccc2)c(=O)n1N,13,-8,-4,-9,-18,-15,-5,-4,-8,3,-3

Bioassay records from PubChem BioAssay.

An excerpt, so the mix of outcomes need not match the whole.
